# Screening results deposited in PubChem BioAssay by several laboratories.
# NPR2 activator: GC-B (human) receptor activation. P20594. HEK293-GC-B cells, CNP EC30, cGMP TR-FRET; 0% at EC30 CNP, 100% saturating CNP. activation, % at 10 µM. actives 0.11% (n = 370,000). AID 1920062;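 active means activation at 10 µM reaching about 35% in either raw or pattern-adjusted values, limit read from the data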
# sPLA2-III inh: Blocks human group III sPLA2 activity; Q9NZ20; QFRET BODIPY PC-A2 liposome hydrolysis, fluorescence; inhibition, % at 12.2 µM; actives 0.56% (n = 370,000);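 active means inhibition above mean plus 3 SD of compounds lying within the high and low control bounds, cut at about 19% in these data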;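 further: 0% = median of test compound wells and 100% = no enzyme DMSO wells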
# ssDAF12 agonist: S. stercoralis DAF-12 activation, primary screen; HEK293 ssDAF-12/GRIP1 lit1-tk-luc reporter, luminescence; % of 3 µM dafachronic acid response; actives 1% (n = 370,000); activation, % at 6.8 µM;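 active means activation above the mean over all tested compounds plus 3 SD, cut at about 0.9% in these data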;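 further: 0% = DMSO-only wells and 100% = 3 µM delta7-dafachronic acid wells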
# GAA850 FXN act: activators of GAA850 frataxin (FXN) promoter; HEK293 lucGAA850 FXN promoter luciferase reporter, 24 h; percent of 10 µM SAHA response; AID 540364; activation, % at 6 µM; actives 0.56% (n = 360,000);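 active means activation above the average of all compounds screened plus 3 SD, cutoff fixed separately per campaign, cut at about 7.5% in these data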;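 further: 0% = DMSO wells and 100% = 10 µM SAHA wells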
# DAX1 inh-1: blocks DAX1 repression of SF-1 activated StAR promoter; HEK293T StAR-luciferase reporter, SF-1/DAX-1 repression relief; inhibition, % at 6.8 µM; actives 1.1% (n = 370,000); AID 652010;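 active means inhibition above the mean over all tested compounds plus 3 SD, cut at about 3.6% in these data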;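 further: 0% = DAX-1 cells with DMSO and 100% = cells lacking DAX-1 with DMSO; higher inhibition means more luminescence from relief of DAX-1 repression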
# hgDAF-12 ag: activates the H. glycines DAF-12 receptor ligand-binding domain | HEK293 GAL4-hgDAF12 UAS-luciferase reporter, agonist luminescence; normalized to butyrate control | activation, % at 6.8 µM | actives 1.8% (n = 370,000) | AID 687014;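 active means activation above a cutoff set at the mean of all screened compounds plus 3 SD, cut at about 10% in these data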;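 further: 0% = DMSO wells and 100% = sodium butyrate wells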
# hcDAF12 agonist: activates DAF-12 receptor from parasite H. contortus | HEK293 hcDAF-12 lit1-tk-luc reporter, luminescence; 0% DMSO, 100% Δ7-dafachronic acid | activation, % at 6.8 µM | actives 1.4% (n = 370,000);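 active means activation above the mean of all tested compounds plus 3 SD, cut at about 5.5% in these data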;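 further: 100% = response to 3 µM Δ7-dafachronic acid high control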
# NPR1 activator: GC-A (human) enzyme activation. P16066. HEK293 GC-A cells, cGMP TR-FRET, EC30 ANP; 0% at EC30 ANP, 100% saturating ANP. activation, % at 10 µM. actives 0.14% (n = 370,000); in the data active means activation above about 40%
# Target sequence (P16066 whole entry, looked up): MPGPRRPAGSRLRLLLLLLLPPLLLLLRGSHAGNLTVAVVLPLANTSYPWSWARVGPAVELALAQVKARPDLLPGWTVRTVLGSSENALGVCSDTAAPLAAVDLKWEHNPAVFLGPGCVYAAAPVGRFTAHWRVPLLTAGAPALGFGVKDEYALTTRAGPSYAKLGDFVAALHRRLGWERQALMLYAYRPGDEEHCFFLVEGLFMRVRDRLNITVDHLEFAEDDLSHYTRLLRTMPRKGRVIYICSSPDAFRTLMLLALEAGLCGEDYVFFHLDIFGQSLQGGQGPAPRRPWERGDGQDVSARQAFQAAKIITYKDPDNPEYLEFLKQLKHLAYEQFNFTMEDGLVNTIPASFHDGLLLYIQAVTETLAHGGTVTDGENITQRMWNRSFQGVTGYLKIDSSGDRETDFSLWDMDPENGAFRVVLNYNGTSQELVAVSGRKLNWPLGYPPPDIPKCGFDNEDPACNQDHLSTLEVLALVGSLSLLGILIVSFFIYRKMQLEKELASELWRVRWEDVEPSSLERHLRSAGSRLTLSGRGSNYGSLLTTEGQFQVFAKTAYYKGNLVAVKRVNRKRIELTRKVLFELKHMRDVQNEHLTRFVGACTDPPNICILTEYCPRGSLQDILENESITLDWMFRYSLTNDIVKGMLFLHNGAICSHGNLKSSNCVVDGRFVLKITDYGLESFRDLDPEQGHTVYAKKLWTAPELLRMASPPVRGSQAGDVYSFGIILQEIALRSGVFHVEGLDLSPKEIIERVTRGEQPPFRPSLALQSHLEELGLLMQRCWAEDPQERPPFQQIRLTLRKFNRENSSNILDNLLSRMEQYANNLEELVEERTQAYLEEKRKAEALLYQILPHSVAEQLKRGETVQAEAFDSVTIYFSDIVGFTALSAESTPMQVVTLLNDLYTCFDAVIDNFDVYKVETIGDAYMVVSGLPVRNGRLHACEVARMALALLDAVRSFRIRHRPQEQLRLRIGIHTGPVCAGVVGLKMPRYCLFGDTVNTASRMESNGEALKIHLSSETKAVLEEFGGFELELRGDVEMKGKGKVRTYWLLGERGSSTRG
# DAX1 inh-2: inhibits human nuclear receptor DAX1; P51843; HEK293 Gal4-DAX1 luciferase reporter, luminescence; inhibition, % at 6.75 µM; actives 0.99% (n = 340,000); AID 504766;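 active means inhibition above the mean over all tested compounds plus 3 SD, cut at about 4.2% in these data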;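 further: 0% = DAX1-transfected cells with DMSO and 100% = empty-vector control cells with DMSO; inhibition shows as a rise in luminescence from relieved DAX1 repression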
# SMARCA2 act: increases SMARCA2 function in MMTV reporter cells; MG213 cells, MMTV-luciferase reporter, dexamethasone, overnight; activation, % at 9.1 µM; actives 1% (n = 370,000); in the data active means activation above about 7.8%;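 further: 0% = vehicle wells and 100% = reference activator wells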
# KLK7 zymogen act: activators of human kallikrein-7 zymogen; AID 652039; P49862; purified proKLK7, EDANS-DABCYL substrate fluorescence; 100% is mature enzyme control, 0% vehicle; activation, % at 7 µM; actives 0.9% (n = 370,000);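 active means activation above the mean of all tested compounds plus 3 SD, computed per campaign excluding outliers beyond control limits, cut at about 13% in these data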
# An asterisk follows results filed as active; nt = no result given. Rows were taken by chance. Share with any hit: about 6.7%.
# Sample of the layout, 5 compounds:
structure,NPR2 activator,sPLA2-III inh,ssDAF12 agonist,GAA850 FXN act,DAX1 inh-1,hgDAF-12 ag,hcDAF12 agonist,NPR1 activator,DAX1 inh-2,SMARCA2 act,KLK7 zymogen act
CC1=C(C(=O)N2CCOCC2)CC(CC(=O)NCCN2CCOCC2)C(=O)N1Cc1ccc(F)cc1 (configuration not stated),3.1,7.7,-0.8,0.1,0.1,-0.5,-0.7,6.1,2.6,-1.2,0.3
CC1CN(C(=O)C2(C)CC2(Br)Br)CC(C)O1 (configuration not stated),-6.5,5.1,-1.7,-1.5,-0.1,-1.6,0.5,-0.1,0.2,0.8,0.1
COc1cc(N)c2ncsc2c1,-4.2,9.0,-0.8,0.4,-1.2,-1.0,-1.4,-5.7,1.7,-2.2,0.1
N#CCCC(C#N)(c1cccnc1)N1CCOCC1 (configuration not stated),-1.1,2.0,-1.1,0.2,-0.9,0.2,0.1,-1.9,-0.3,-5.6,0.4
O=C(COc1nncc2ccccc12)Nc1ccc(F)c(F)c1,-4.8,-2.0,-1.6,-0.5,0.0,-2.8,-0.5,1.3,5.7*,-1.4,0.1

# The listing, from the first entry:
structure,NPR2 activator,sPLA2-III inh,ssDAF12 agonist,GAA850 FXN act,DAX1 inh-1,hgDAF-12 ag,hcDAF12 agonist,NPR1 activator,DAX1 inh-2,SMARCA2 act,KLK7 zymogen act
CC1=C(C(=O)N2CCOCC2)CC(CC(=O)NCCN2CCOCC2)C(=O)N1Cc1ccc(F)cc1 (configuration not stated),3.1,7.7,-0.8,0.1,0.1,-0.5,-0.7,6.1,2.6,-1.2,0.3
CC1CN(C(=O)C2(C)CC2(Br)Br)CC(C)O1 (configuration not stated),-6.5,5.1,-1.7,-1.5,-0.1,-1.6,0.5,-0.1,0.2,0.8,0.1
COc1cc(N)c2ncsc2c1,-4.2,9.0,-0.8,0.4,-1.2,-1.0,-1.4,-5.7,1.7,-2.2,0.1
N#CCCC(C#N)(c1cccnc1)N1CCOCC1 (configuration not stated),-1.1,2.0,-1.1,0.2,-0.9,0.2,0.1,-1.9,-0.3,-5.6,0.4
O=C(COc1nncc2ccccc12)Nc1ccc(F)c(F)c1,-4.8,-2.0,-1.6,-0.5,0.0,-2.8,-0.5,1.3,5.7*,-1.4,0.1
C=CCc1cccc(/C=N/NC(=O)c2ccc3nc[nH]c3c2)c1O,-5.6,-32.7,0.3,-3.5,-1.9,-5.7,-4.6,-10.4,-2.5,-3.9,-9.1
CCOC(=O)C1(CC2CCCCO2)CCN(C(=O)Nc2ccc(C)c(C)c2)CC1 (configuration not stated),1.9,-4.3,-1.7,2.3,-0.1,1.0,-0.8,-0.1,0.3,2.0,0.5
CCCCCC(=O)N1CC2(CC(c3cccc(NC(=O)COc4ccc(Cl)cc4)c3)=NO2)C[C@@H]1C(N)=O (some centres not stated),-1.3,-44.2,-2.1,0.7,-1.4,-6.0,-3.6,-1.5,-3.0,-1.9,0.4
CCOc1ccccc1NC(=O)NCCN1CCCCC1,4.3,0.5,-0.6,0.5,0.3,-1.6,-0.3,1.1,0.0,-0.5,0.2
Cc1ccc(C(=O)Cc2nnc(C)s2)cc1,3.9,-1.2,-0.3,1.2,0.7,1.2,3.8,-2.3,2.1,1.1,0.9
COc1cccc(Cn2cccc(NC(=O)NC3CCCCC3)c2=O)c1,-3.7,1.9,-1.4,-2.3,-0.4,-1.8,-1.2,0.9,-0.3,5.0,-0.3
Cc1nn(-c2ccccc2)nc1C(=O)Nc1ccccc1C(=O)NCC1CC1,-4.5,5.2,-0.5,nt,0.1,-2.2,-1.6,-2.2,nt,-2.5,0.0
CCCCc1nnc(NC(=O)CN(C)S(=O)(=O)c2ccc(C)cc2)s1,4.4,-4.2,-1.1,1.2,-0.8,1.1,-1.9,1.3,0.8,0.2,-0.5
COc1ccc(CCNC(=O)CN(c2ccccc2OC)S(C)(=O)=O)cc1,4.6,5.0,-1.2,-0.2,0.0,4.2,-0.5,-0.8,2.3,0.4,-0.3
CCCCNCc1cccn1-c1ccccc1,-15.2,1.6,-0.9,-0.8,0.7,1.6,2.4,-15.6,1.0,2.0,-0.4
CCOC(=O)C1C(=O)C(=O)N(C(C)C)C1C(=O)OCC (configuration not stated),-1.4,-1.3,-1.3,-0.7,0.3,0.6,0.3,1.1,0.9,-0.7,-0.4
CCC(=O)N1CCc2cc(S(=O)(=O)NCCC(=O)N3CC=C(c4ccccc4)CC3)ccc21,10.3,-9.5,-0.9,-3.6,-0.5,-1.7,-0.8,-2.4,0.2,-4.3,-0.9
O=C(NCc1ccccn1)Nc1ccc(F)c(Cl)c1,1.7,3.1,-0.5,0.6,-0.7,3.1,-0.4,1.5,0.5,0.5,0.3
O=c1cc(CO)oc(CN2CCN(c3ccccc3F)CC2)c1O,-5.6,6.6,-1.7,-0.2,0.8,-0.5,-0.5,-0.9,-0.1,-2.0,0.1
Cc1ccc(S(=O)(=O)NC2CC(C)(C)NC(C)(C)C2)cc1C,4.8,10.9,-1.1,0.0,0.3,-1.1,0.0,-1.8,1.0,-1.4,0.2
COc1ccc(NC(=O)CSc2n[nH]c(N)n2)c([N+](=O)[O-])c1,3.5,4.9,-2.0,0.6,-0.1,5.2,-0.6,-0.7,-0.5,3.0,0.3
Cc1cc(O)c(C2(C(F)(F)F)NCCNC2=O)cc1C (configuration not stated),7.7,2.1,-0.6,0.4,-0.4,0.6,-0.4,-4.3,-0.3,-0.9,0.0
CN(C)c1cccc(NC(=O)c2cccc3ccccc23)c1,4.4,4.7,1.2*,3.2,0.1,1.3,6.5*,4.4,1.1,-0.9,0.5
COc1cc(OC)cc(C(=O)NNC(=O)CNC(=O)c2ccc(Br)o2)c1,6.8,-5.5,-0.4,0.2,0.4,1.2,-1.4,0.9,2.8,-0.2,0.3
CC1(C)Oc2ccc3ccc(=O)oc3c2C(/C=N/O)=C1Cl,-3.4,21.2*,-0.7,1.4,0.0,1.4,0.7,4.9,0.1,-1.4,0.2
CN(C(=O)C(C)(C)C)c1ccc(OCC(=O)N2CCc3ccccc3C2)cc1,-1.0,-1.0,-2.4,-1.5,-1.5,-5.6,-3.2,-2.0,-4.0,-6.9,0.6
O=C1c2cccc3cccc(c23)C(=O)N1CCN1CCN(C(=S)Nc2ccccc2)CC1,-1.2,5.5,-1.4,-1.6,-0.6,-0.1,-2.2,6.6,0.0,4.8,-0.4
CC(=O)NC(=S)Nc1cccc2c(C)cc(C)nc12,1.4,12.5,-1.4,2.7,-0.3,-1.8,-2.1,-3.0,-1.6,-1.2,0.4
COc1ccc(-c2cn(-c3cccc(C)c3)c(=O)[nH]2)cc1OC,-2.9,-5.8,-1.2,-3.1,2.3,5.5,-0.1,0.5,0.9,1.9,1.5
COc1c(Cl)cc(C(=O)Nc2cccnc2)cc1Cl,-1.4,7.7,-1.3,2.0,-1.1,-2.6,2.6,-2.4,1.6,-2.8,-0.6
CCCCONc1ncnc2nonc12,4.8,-4.0,-0.7,1.7,-0.5,-1.6,0.9,-0.9,-0.5,3.5,0.1
COc1ccc(NC(=O)c2ccc(C(=O)Nc3ccc(OC)cc3OC)cc2)c(OC)c1,0.6,0.7,-1.5,2.0,0.5,0.2,0.5,0.9,0.1,2.7,0.1
CCC1Oc2ccc(C)cc2N(CC(=O)NCCCN2CCCCC2C)C1=O (configuration not stated),-3.8,2.9,-0.3,0.4,-0.3,-0.8,-1.7,-5.5,0.4,-4.2,-0.7
Cc1cccc(NC(=S)NNC(=O)c2csc3c2CCC(C)C3)c1 (configuration not stated),-0.7,15.2,-0.8,1.0,1.6,4.7,1.1,1.2,0.2,1.4,0.2
NC(=O)c1ccc(N2CCCCCC2)c([N+](=O)[O-])c1,-0.1,-0.9,-1.2,2.8,-0.1,-1.9,-1.0,0.1,-1.5,1.6,0.3
COc1cc(C(=S)N2CCCC2)ccc1OC(=O)c1ccc(Cl)cc1[N+](=O)[O-],4.4,-9.1,-1.4,-1.5,0.1,-0.7,-0.1,0.0,-0.9,-3.0,0.0
O=C(CNc1cccc(S(=O)(=O)N2CCOCC2)c1)Nc1ccc(C(F)(F)F)cc1,-1.7,-12.6,-1.8,-1.5,-2.2,-1.5,-1.8,1.2,-1.2,-5.5,-0.9
O=C1Nc2ccc([N+](=O)[O-])cc2OC1CCN1CCOCC1 (configuration not stated),-4.7,4.2,-1.2,-0.4,-0.5,-2.8,-0.9,2.1,0.6,-2.3,-0.6
CCn1c(=O)[nH]c(=O)c2c(N)c(C(=O)c3ccccc3OC)sc21,-1.8,7.9,-1.9,6.3,0.4,-2.0,-3.9,-3.4,-1.4,-1.9,0.3
Cc1ccc(S(=O)(=O)CCC(=O)OCc2ccccc2)cc1,-6.3,3.2,-0.7,3.8,-0.1,-1.7,-1.1,1.1,0.1,-3.8,-0.2
Cc1ccc(CN2CC(N3CCN(CC4CC4)CC3)CS2(=O)=O)cc1 (configuration not stated),2.6,0.7,-1.1,nt,1.2,1.2,0.7,-0.3,nt,0.6,0.6
